Source: PubChem BioAssay (Icahn School of Medicine at Mount Sinai)
ROC1-CUL1 inh – human ROC1-CUL1 E3 ligase inhibition; hit rate 0.6% among 140,000; P62877+Q13616; inhibition, % at 10 µM; in vitro K48 di-Ub FRET, acceptor:donor ratio, 45 min; in the data active = inhibition above about 25%
Target sequence (P62877 whole entry, looked up): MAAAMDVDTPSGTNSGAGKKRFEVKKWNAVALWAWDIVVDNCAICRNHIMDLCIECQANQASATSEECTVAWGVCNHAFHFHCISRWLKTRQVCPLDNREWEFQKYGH
Target sequence (Q13616 whole entry, looked up): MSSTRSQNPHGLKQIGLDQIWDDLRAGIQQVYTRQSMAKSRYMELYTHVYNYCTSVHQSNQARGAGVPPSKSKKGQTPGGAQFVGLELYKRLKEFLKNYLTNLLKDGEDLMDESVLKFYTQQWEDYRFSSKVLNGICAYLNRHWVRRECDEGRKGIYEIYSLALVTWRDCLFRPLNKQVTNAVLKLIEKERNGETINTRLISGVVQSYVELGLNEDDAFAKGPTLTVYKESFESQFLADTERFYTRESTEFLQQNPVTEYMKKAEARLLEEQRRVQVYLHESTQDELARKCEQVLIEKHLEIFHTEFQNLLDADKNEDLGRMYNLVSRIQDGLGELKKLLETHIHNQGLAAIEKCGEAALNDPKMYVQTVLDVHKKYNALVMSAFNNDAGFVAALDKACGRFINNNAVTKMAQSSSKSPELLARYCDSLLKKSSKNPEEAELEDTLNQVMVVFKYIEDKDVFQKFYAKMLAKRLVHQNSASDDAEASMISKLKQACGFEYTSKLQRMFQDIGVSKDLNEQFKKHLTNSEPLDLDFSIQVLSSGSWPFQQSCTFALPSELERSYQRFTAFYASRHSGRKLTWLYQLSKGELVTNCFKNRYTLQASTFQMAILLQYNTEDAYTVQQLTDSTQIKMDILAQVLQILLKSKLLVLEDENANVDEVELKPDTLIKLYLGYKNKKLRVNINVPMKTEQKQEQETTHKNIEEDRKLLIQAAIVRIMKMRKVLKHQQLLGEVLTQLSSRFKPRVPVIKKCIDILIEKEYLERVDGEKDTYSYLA
* marks the source's active call; other numbers are inactive results.

ROC1-CUL1 inh	compound
2.2	COc1cc(/C=C/c2nc(C#N)c(NC(C)c3ccccc3)o2)cc(OC)c1OC (configuration not stated)
-6.3	C=C(C)COc1cc2c(C(=O)OCCOC)c(C)oc2cc1Br
5.2	NC(=O)CSc1nc2scc(-c3ccccc3)c2c(=O)n1-c1ccccc1
-3.4	Cc1ccc(-c2csc(-c3csc(-c4ccccc4)n3)n2)cc1
8.4	COC(=O)c1sc2cccc(F)c2c1S(=O)(=O)NCc1ccc(Cl)cc1
1.3	O=C(c1ccc2scnc2c1)N1CCCC(c2cc(=O)[nH]cn2)C1 (configuration not stated)
102.7*	CC(=O)C(C(C)=O)C1=CC(=O)C(=O)c2ccccc21
4.1	COc1ccc(-c2csc3nc(-c4ccc(C)cc4)oc(=O)c23)cc1OC
-2.0	COC(=O)C1=C(C)N(C)C(=O)NC1c1cccc(C(F)(F)F)c1 (configuration not stated)
-3.7	CSCCC(NS(=O)(=O)c1ccc2c(c1)oc(=O)n2C)C(=O)NCc1ccccc1 (configuration not stated)

Structures above containing an aryl methoxy group:
ROC1-CUL1 inh	compound
2.2	COc1cc(/C=C/c2nc(C#N)c(NC(C)c3ccccc3)o2)cc(OC)c1OC (configuration not stated)
4.1	COc1ccc(-c2csc3nc(-c4ccc(C)cc4)oc(=O)c23)cc1OC

Carrying on.
ROC1-CUL1 inh	compound
-1.0	COc1ccc(-c2nc(SCC(=O)NCC3CCCO3)c(-c3ccc(C)cc3)[nH]2)cc1OC (configuration not stated)
4.5	Cc1ccc(C(C)C)c(OCC(=O)N2CCC(c3nc4ccccc4o3)CC2)c1
96.7*	COc1ccc(NS(=O)(=O)c2ccc3c(c2)[C@H]2C=CC[C@H]2[C@@H](c2ccc(C(=O)O)cc2)N3)cc1
6.8	c1cnc(Oc2cccc(CNC3CCCCCC3)c2)nc1
-3.2	Cn1c(O)c(N=Nc2ccc([N+](=O)[O-])cc2[N+](=O)[O-])c2ccccc21
-4.9	CCOc1ccccc1-n1nnc(-c2nsc(NC(=O)c3ccc(C)cc3)n2)c1C
-3.5	Cc1cccc(-c2nnn3c2nc(NCCc2ccc(S(N)(=O)=O)cc2)c2ccccc23)c1
-5.4	CN(C)c1nc(-c2cccc(-c3ccn[nH]3)c2)cc(C(F)(F)F)n1
-1.1	Cc1cccc(CS(=O)(=O)CC2Nc3ccc(C(=O)NCc4ccccc4)cc3NC2=O)c1 (configuration not stated)
9.0	c1ccc(-c2cc(N3CCCC3)c3ccccc3n2)cc1
5.2	O=C(NC1CCCCC1)c1ccccc1NC(=O)C1CC=CCC1C(=O)O (configuration not stated)
2.2	COc1cc(OC)c(C2NC(=S)N=C(C)C2C(N)=O)cc1Br (configuration not stated)
-1.8	COc1ccc(N2CCN(C(=O)c3cnn(-c4ccc(OC)cc4)c3C3CCN(C(=O)OC(C)(C)C)CC3)CC2)cc1
-3.4	CCOC(=O)c1c(NS(=O)(=O)c2cc(Cl)ccc2Cl)sc2c1CCCCC2
5.0	CC(=O)c1ccc(Nc2ccc3cc(S(=O)(=O)N4CCCC4)ccc3n2)cc1
-0.7	Cc1ccccc1NC(=O)c1ccc(NC(=O)N2CCSc3ncccc32)cc1
-5.2	O=C(Cc1ccccc1)Nc1cccc(Cl)c1
7.9	O=C(O)c1ccccc1C(=O)Nc1nc2c(s1)CCCC2
-3.9	CN1C(=O)C2CCC1C1C(=O)NC(=O)C21 (configuration not stated)
-4.5	COc1cccc(N2CCN(C(=O)CN3CCSc4ccc(S(=O)(=O)N(C)C)cc43)CC2)c1
-10.5	CCc1ccc(C(=O)c2cn(CC(=O)Nc3ccc(OC)c(OC)c3)c3ccc(C)cc3c2=O)cc1
8.5	Cc1ccc(C)c(Cn2cnc3ccccc3c2=O)c1
0.9	Nc1nc2ccccc2n1CCN1CCCCC1
9.5	COc1ccc(-n2nc(C)cc2NC(=O)Cn2nnc(C(C)(C)C)n2)cc1
-3.4	Cc1ccccc1NC(=O)Cn1c(=O)n(Cc2ccc3c(c2)OCO3)c(=O)c2ccccc21
1.9	COc1cc(C2c3c(n[nH]c3-c3ccccc3)OC(=N)C2C#N)cc(OC)c1O (configuration not stated)
-10.1	COc1cccc(CNC(=O)c2cc3cccc4c3n2CC(C)S4)c1OC (configuration not stated)
-2.5	COC(=O)NNC(=O)c1ccc(Cl)cc1Cl
6.3	O=C1Nc2ccccc2Oc2cc(Oc3ccccc3)ccc21
-6.7	Cc1cccc(NC(=O)CC(c2ccccc2)c2ccccc2)n1
3.8	O=C(CSc1ccccn1)N/N=C/c1ccc([N+](=O)[O-])cc1
1.3	COC(=O)C1=C2c3ccccc3S(=O)(=O)N2CC1
2.1	CC(C)=CC1=C(C#N)C(=O)NC(C)(C)C1
-11.0	CCOC(=O)c1c(C)n(-c2ccccc2)c2ccc(OC(=O)c3c(F)cccc3F)cc12
3.2	Cc1ccccc1C(=O)Nc1ccc(CN2CCOCC2)cc1
8.3	COc1ccccc1CN(C)C(=O)c1coc(COc2ccc(F)cc2)n1
15.6	Cc1cc(-c2cccc(-c3ccn(Cc4cccnc4)n3)c2)ccn1
3.1	CCCCNC(=O)c1ccc2c(c1)NC(=O)C(CS(=O)(=O)Cc1ccc(C)cc1)N2 (configuration not stated)
-1.4	COc1cc(OC)c(C(=O)Oc2ccccc2O)cc1OC
-1.2	O=C(NCCc1csc(-c2ccc(F)cc2)n1)c1cccc(F)c1
-11.1	CCN1CC(CN(C)C(=O)c2cc(Cn3nc(C)cc3C)[nH]n2)CC1=O (configuration not stated)
8.3	Cc1ccc2c(c1)C(c1ccccc1)N(C(=O)c1ccc(S(=O)(=O)N3CCCCC3)cc1)CC(=O)N2 (configuration not stated)
-10.0	O=c1[nH][nH]c(-c2ccccc2O)c1C(C[N+](=O)[O-])c1ccc(Cl)cc1 (configuration not stated)
3.5	COC(=O)C1C(C)=NC(=S)NC1c1cc(Cl)ccc1OCc1ccccc1 (configuration not stated)
-4.2	CCCN1C(=O)c2[nH]nc(-c3ccc(OC)cc3)c2C1c1ccccn1 (configuration not stated)
7.5	Cc1noc(C)c1CCCNC(=O)c1ccc(N2CCCCC2CO)nc1 (configuration not stated)
-6.8	C#CCN1C(=O)S/C(=C/c2ccc(Br)s2)C1=O
6.8	CC(=O)c1cc(CN2CCC(CCC(=O)N3CCCC3)CC2)cs1
-0.8	O=C(NCC1CC1)C1CCCN(C2CCN(c3nc4ccccc4o3)CC2)C1 (configuration not stated)
1.4	COC12C=CC(CC1)C1C(=O)c3cccc(O)c3C(=O)C12 (configuration not stated)

Next section
ROC1-CUL1 inh	compound
-0.6	CCC(C)c1ccc(O)c(NC(=O)COc2ccc(OC)cc2)c1 (configuration not stated)
7.3	Cc1ccccc1CSc1nnc2[nH]c(=O)cc(-c3ccccc3)n12
2.0	CCOC(=O)c1sc(NC(=O)CCC(=O)O)c(C(N)=O)c1C
-5.3	Cc1ccc(-c2ccn(Cn3ccc(-c4ccc(C)cc4)n3)n2)cc1
0.0	COCc1[nH]nc2c1C(c1ccc(F)cc1F)C(C#N)C(=N)O2 (configuration not stated)
-8.8	Cc1nn(CC(=O)NCc2ccc(Cl)cc2)c(=O)c2cc3sccc3n12
9.9	O[C@H]1[C@H](N2CCC(O)(c3ccccc3)CC2)c2ccccc2C12CCNCC2
-6.0	Cc1ccccc1NC(=O)C1C(=O)CC(C)(O)C(C(=O)Nc2ccccc2C)C1c1cn[nH]c1-c1ccccc1 (configuration not stated)
3.8	COc1cc(NC(=O)c2ccc3c(c2)C(=O)N(Cc2cccnc2)C3=O)c(C(=O)O)cc1OC
-5.5	O=C(CSc1nnc(COc2ccc(Cl)cc2)n1-c1ccccc1)Nc1c(Cl)cccc1Cl
0.8	NC(=O)c1c(NC(=O)C(c2ccccc2)c2ccccc2)sc2c1CCCC2
8.2	Cc1cccc(N2C(=O)C(=Nc3ccc(C)c(Cl)c3)C(Cl)C2=O)c1 (configuration not stated)
6.7	O=C(Nc1cccc(S(=O)(=O)N2CCOCC2)c1)C12CC3CC(C1)CC(n1cnc(Cl)n1)(C3)C2
9.8	Cc1nnsc1C(=O)Nc1ccccc1F
3.8	COc1ccc(C)cc1NC(=O)C1CCN(S(=O)(=O)Cc2ccccc2)CC1
2.2	Cc1ccc(C2=CSC3=NN=C(c4ccccc4)C(c4ccccc4)N23)cc1 (configuration not stated)
-16.5	CCCCOc1cccc(C(=O)Nc2ccc(F)c([N+](=O)[O-])c2)c1
4.4	CCCSc1nnc2c(n1)OC(C(=O)c1ccccc1)Nc1ccccc1-2 (configuration not stated)
2.3	CSc1ncc2nccnc2n1
-6.6	CCOC(=O)c1c(C)[nH]c(C)c1S(=O)(=O)N1CCCC(C(=O)Nc2ncccc2C)C1 (configuration not stated)

Five entries out of the list, ordered by SMILES length, low to high:
ROC1-CUL1 inh	compound
2.3	CSc1ncc2nccnc2n1
4.4	CCCSc1nnc2c(n1)OC(C(=O)c1ccccc1)Nc1ccccc1-2 (configuration not stated)
0.8	NC(=O)c1c(NC(=O)C(c2ccccc2)c2ccccc2)sc2c1CCCC2
3.8	COc1ccc(C)cc1NC(=O)C1CCN(S(=O)(=O)Cc2ccccc2)CC1
-6.6	CCOC(=O)c1c(C)[nH]c(C)c1S(=O)(=O)N1CCCC(C(=O)Nc2ncccc2C)C1 (configuration not stated)

Next structures follow:
ROC1-CUL1 inh	compound
-10.9	COc1ccc(C(=O)CSc2nc(N)nc(SC)c2C#N)cc1
3.9	COc1ccc(C2CC(c3ccccc3)=NN2S(=O)(=O)c2ccccc2)cc1 (configuration not stated)
-3.1	CCN(CC)C(=O)C1CCCN(C(=S)Nc2cccc3ccccc23)C1 (configuration not stated)
2.0	S=C1Cc2ccccc2Sc2ccccc2N1
4.2	Cc1ccc(NC(=O)CSc2ncc3c(n2)-c2ccccc2N(Cc2cccc(F)c2)S3(=O)=O)cc1F
-7.8	COc1ccc(NC(=O)CSc2nc3ccccc3n2CC(=O)N(C)c2ccc(F)cc2)cc1
-6.2	CCN(CC)c1ccc2c(c1)OC(=N)C(C#N)C2c1ccccc1Cl (configuration not stated)
-5.2	CCOC(=O)C1C(=O)CC(O)(c2ccccc2)CC1c1ccccc1 (configuration not stated)
-8.9	CCCCNC(=O)c1ccc2c(c1)N(Cc1ccc(F)cc1)C(=O)c1ccccc1S2=O (configuration not stated)
-2.1	COc1ccc([C@@H](C)NC(=O)C2CC(=O)c3sc(NC(=O)c4cccc(C)c4)nc3C2)cc1 (some centres not stated)
1.3	CSc1ccc(CNc2nncc(-c3cccc(F)c3)n2)cc1
-11.2	O=C(NC(NC(=S)Nc1c(Cl)cccc1Cl)C(Cl)(Cl)Cl)c1cccc2ccccc12 (configuration not stated)
-2.4	Cn1cc(-c2cc3n(n2)CCC(=O)N3CCCC(=O)NCc2ccc(Cl)cc2)c2ccccc21
4.7	COc1ccc(OC)c(CNc2ccc([N+](=O)[O-])cc2C)c1
-5.2	Cc1ccc2c(Sc3ccccc3)c(C(=O)NCc3ccccc3F)[nH]c2c1
-5.1	Cc1cc(C)c2sc(N(Cc3cccnc3)C(=O)CCS(=O)(=O)c3ccccc3)nc2c1
-3.6	CC1(C(=O)N2CCCC(CCc3c(F)cccc3F)C2)CC1 (configuration not stated)
-6.4	COC(=O)CNC(=O)c1cc2c(=O)n3cccc(C)c3nc2n1C
-9.7	CCc1cccc(C)c1Nc1c(-c2cccc(O)c2)nc2sccn12
-0.5	CC1=NOC(=O)/C1=C/c1ccc(N2CCOCC2)cc1

Part of the list above, reformatted.
Cn1cc(-c2cc3n(n2)CCC(=O)N3CCCC(=O)NCc2ccc(Cl)cc2)c2ccccc21
- ROC1-CUL1 inh: -2.4
COc1ccc(OC)c(CNc2ccc([N+](=O)[O-])cc2C)c1
- ROC1-CUL1 inh: 4.7
Cc1ccc2c(Sc3ccccc3)c(C(=O)NCc3ccccc3F)[nH]c2c1
- ROC1-CUL1 inh: -5.2
Cc1cc(C)c2sc(N(Cc3cccnc3)C(=O)CCS(=O)(=O)c3ccccc3)nc2c1
- ROC1-CUL1 inh: -5.1

Later entries:
ROC1-CUL1 inh	compound
-8.8	Cc1ccc(-c2[nH]nc3c2C(c2ccc(Br)s2)C(C#N)C(=N)O3)cc1 (configuration not stated)
-0.3	Cc1cccc(OC(=O)C2CCC2)c1
2.3	CCCn1c(=O)n(-c2ccccc2Cl)c(=O)c2sc3ccccc3c21
1.0	N=C1/C(=C/c2ccc(Sc3ccc(Cl)cc3)o2)C(=O)N=C2SC(c3ccccc3Cl)=NN12
-5.0	NS(=O)(=O)c1ccc(CCNC(=O)c2cccc(Br)c2)cc1
-2.4	Cc1ccc(S(=O)(=O)c2cnc(SC(C)C(=O)Nc3ccccc3)[nH]c2=O)cc1 (configuration not stated)
-2.2	CC(=O)c1ccc(OCc2ccccc2)c(OCc2ccccc2)c1OCc1ccccc1
-9.5	Cc1ccccc1C(=O)Nc1sc2c(c1C(=O)NC1CCS(=O)(=O)C1)CCCC2 (configuration not stated)
-0.1	Cc1csc(C(C)N(C)C(=O)c2cc(Cn3ccnc3C(C)C)[nH]n2)n1 (configuration not stated)
-5.1	O=c1oc2c3c4c(cc2cc1-c1nnc(-c2ccccc2)o1)CCCN4CCC3
0.4	COc1ccc(Cl)cc1C(=O)NCCCCNC(=O)c1cc(Cl)ccc1OC
-3.2	O=C1c2ccccc2C(=O)N1CSC(=S)NN=C1CCCC1
4.5	O=c1ccc2ncc3sccc3c2[nH]1
5.7	Nc1ccc(-c2cccc(-c3ccn[nH]3)c2)cc1F
1.5	O=C(Nc1ccc(C(F)(F)F)cc1)C1CCCN(S(=O)(=O)c2cccc3cccnc23)C1 (configuration not stated)
0.7	O=C1CCCN1CCC1CCN(C(=O)c2cn(Cc3cccc4ccccc34)nn2)CC1
15.6	CC(C)Cn1c(CN2CCC(N3CCSCC3)CC2)cnc1S(C)(=O)=O
8.0	CS(=O)(=O)Nc1cccc(C(=O)NC2CC2)c1

Not all compounds are listed. The share of hits here may be higher or lower than overall.
